High-throughput results (PubChem)
tim10-1 inh – growth inhibitors of tim10-1 mutant yeast, primary screen, luminescence, uHTS; S. cerevisiae tim10-1 ts strain growth, BacTiter-Glo, 24 h; inhibition, % at 20 µM; hit rate 2.2% among 330,000;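 active = inhibition of at least 40%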;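 note: mutant grown at 25 °C; 0% = DMSO wells with yeast and 100% = wells holding no yeast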
NLRP3 yeast inh – NALP3 inflammasome inhibitors in reconstituted yeast, primary screen, luminescence, uHTS. Yeast reconstituted NLRP3/ASC/caspase-1, beta-gal luminescence, 24 h. inhibition, % at 10 µM. hit rate 0.39% among 330,000;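 active = inhibition of 50% or more; inactive = inhibition below 50%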;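 note: plate controls were induced DMSO wells for no effect and uninduced yeast grown without galactose for full effect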
UPR CHOP act – activators of apoptotic CHOP UPR arm, primary screen, cell-based, CHO-CHOP luciferase reporter, luminescence, uHTS; hit rate 0.34% among 330,000; AID 449763, 2010; UPR activation; percent of tunicamycin response over DMSO baseline; activation, % at 10 µM;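 active = at 10 µM dose, activation of 40% or more, normalized to positive control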;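 note: 100% = tunicamycin at 10 µg/mL and 0% = DMSO alone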
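Material: CHO-CHOP cells, stable luciferase reporter of PERK-eIF2a-CHOP signalling; quantity: 500 reporter cells seeded per well; buffer or medium: F12 medium containing 10% fetal bovine serum; compound: one dose, 10 µM in 0.5% DMSO; incubation: 6 h compound treatment, 37 °C; measured by: Steady-Glo luciferase luminescence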
tim23-1 inh – growth inhibitors of tim23-1 mutant yeast, primary screen, luminescence, uHTS | S. cerevisiae tim23-1 growth, BacTiter-Glo luminescence, 24 h | inhibition, % at 20 µM | hit rate 1.3% among 330,000 | AID 463212, 2010;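 active = growth inhibition of the mutant yeast at or above 50%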;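 note: temperature-sensitive mutant grown at 25 °C; plate controls were DMSO-treated mutant yeast for no effect and medium wells lacking yeast for full effect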
APJ ag – agonists of human apelin receptor APJ, primary screen, CHO-K1 cells, PathHunter beta-arrestin, luminescence; P35414; 0% DMSO wells, 100% apelin; activation, % at 20 µM; hit rate 0.11% among 330,000; AID 2520, 2010;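 active = activation more than six SD over the plate average, tested at 20 µM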;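 note: 0% = DMSO alone and 100% = apelin-13 at 10 nM; some results filed as inactive read as strong as hits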
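system = engineered CHO-K1 APJ arrestin reporter cells | input = 1000 cells per well | timing = overnight seeding, 90 min compound at 25 °C, 1 h detection | measured by = enzyme-fragment complementation luminescence | read-out = beta-arrestin recruitment to APJ as agonist activity, luminescent signal | control set = negative DMSO alone, positive Apelin-13 at 10 nM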
TIM10 inh – growth inhibitors of isogenic TIM10 control yeast, primary screen, counter-screen for tim10-1 yeast inhibitor project, luminescence, uHTS | S. cerevisiae TIM10 strain growth, BacTiter-Glo luminescence, 24 h | hit rate 1.4% among 330,000 | inhibition, % at 10 µM | AID 463195, 2010;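 active = inhibition of 40% or more at the single tested concentration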;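 note: wild-type TIM10 isogenic control strain grown at permissive 25 °C; 0% = DMSO yeast wells and 100% = minimal medium wells without yeast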
UPR XBP1 act – activators of adaptive XBP1 UPR arm, primary screen, cell-based, CHO-XBP1 luciferase reporter, luminescence, uHTS. IRE1-XBP1 UPR activation; percent of tunicamycin response, DMSO as zero. hit rate 0.33% among 330,000. activation, % at 20 µM;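 active = versus positive control, 20 µM dose yields 30% or more activation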;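 note: 100% = tunicamycin at 10 µg/mL and 0% = DMSO only wells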
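Material: CHO cell line with stable XBP1 luciferase reporter; schedule: 16-18 h cell attachment at 37 °C, then 6 h compound exposure; signal: glow luminescence from Steady-Glo reagent; medium: serum-containing F12 medium, 10% FBS; benchmarks: tunicamycin 10 µg/mL and vehicle-only wells; read-out: percent activation relative to tunicamycin reference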
GRIN3A LBD mod – binders of NR3A ligand-binding domain, primary screen, biophysical, differential scanning fluorimetry, uHTS; Tm shift relative to glycine control, % at 25 µM; AID 1259313, 2017; hit rate 2.5% among 340,000; NR3A LBD differential scanning fluorimetry, Tm shift; 0% = protein alone, 100% = glycine-bound protein; Glutamate receptor ionotropic, NMDA 3A (GRIN3A) ligand-binding domain;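 active = melting temperature shift of at least 10% of the positive control shift, at one fixed dose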
Mdm2 MdmX PPI – inhibitors of human Mdm2-MdmX association, primary screen, cell-based, luminescence, split luciferase, SaOS-2, uHTS | Protein Mdm4 (Homo sapiens) + E3 ubiquitin-protein ligase Mdm2 (Homo sapiens), … | SaOS-2 split-luciferase Mdm2/MdmX complementation | inhibition, % at 8 µM | hit rate 3% among 330,000;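 active = inhibition of at least 50% at 8 µM in the primary screen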
Target sequence (O15151 whole entry, looked up): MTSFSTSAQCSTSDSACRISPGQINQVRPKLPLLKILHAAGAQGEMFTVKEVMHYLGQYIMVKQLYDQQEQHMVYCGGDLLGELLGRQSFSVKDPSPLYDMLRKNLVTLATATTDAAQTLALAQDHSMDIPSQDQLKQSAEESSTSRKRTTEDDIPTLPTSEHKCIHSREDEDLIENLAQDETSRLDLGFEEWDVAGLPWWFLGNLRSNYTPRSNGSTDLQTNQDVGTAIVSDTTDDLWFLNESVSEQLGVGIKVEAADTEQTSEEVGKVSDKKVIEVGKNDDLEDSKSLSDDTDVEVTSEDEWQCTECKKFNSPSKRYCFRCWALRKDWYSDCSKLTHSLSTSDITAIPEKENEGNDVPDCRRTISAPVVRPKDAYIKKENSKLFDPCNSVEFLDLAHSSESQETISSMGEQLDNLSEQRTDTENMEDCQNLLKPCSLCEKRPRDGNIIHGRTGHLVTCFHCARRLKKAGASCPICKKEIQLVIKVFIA
Target sequence (Q00987 whole entry, looked up): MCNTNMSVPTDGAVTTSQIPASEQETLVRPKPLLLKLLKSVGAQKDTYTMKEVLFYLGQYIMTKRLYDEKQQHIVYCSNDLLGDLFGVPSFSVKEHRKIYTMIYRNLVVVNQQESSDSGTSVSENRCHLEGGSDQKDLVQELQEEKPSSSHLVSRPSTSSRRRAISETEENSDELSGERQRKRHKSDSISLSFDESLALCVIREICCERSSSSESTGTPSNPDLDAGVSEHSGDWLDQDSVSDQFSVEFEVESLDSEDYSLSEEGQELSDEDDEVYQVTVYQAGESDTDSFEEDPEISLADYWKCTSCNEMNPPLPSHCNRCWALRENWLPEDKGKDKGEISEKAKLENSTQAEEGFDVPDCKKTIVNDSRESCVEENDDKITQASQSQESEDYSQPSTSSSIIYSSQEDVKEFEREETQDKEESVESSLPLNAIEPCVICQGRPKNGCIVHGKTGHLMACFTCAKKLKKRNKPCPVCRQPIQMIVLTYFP
Starred values were filed as active, the others as inactive.

SMILES	tim10-1 inh	NLRP3 yeast inh	UPR CHOP act	tim23-1 inh	APJ ag	TIM10 inh	UPR XBP1 act	GRIN3A LBD mod	Mdm2 MdmX PPI
CC1=CC(c2ccc(Cl)cc2)n2nc(NC(=O)CCCC(=O)O)nc2N1 (stereo not given)	8.2	8.3	-1.5	-6.6	0.3	2.5	-2.3	0.6	9.2
CCN(CC)S(=O)(=O)c1ccc(-n2cnc3cc(C)c(C)cc32)nc1	22.6	0.8	3.9	27.5	2.5	34.2	-0.3	1.0	2.9
COc1ccc(C(=O)CSc2cc(C)[nH]c(=O)n2)cc1	4.4	17.1	3.4	6.5	-0.5	0.3	-4.2	1.3	-74.9
Cc1c(NC(=O)C(C)Sc2ncnc3ccccc23)c(=O)n(-c2ccccc2)n1C (stereo not given)	14.4	6.6	-1.4	-5.9	-3.0	10.6	0.5	0.1	7.2
C/C(=N/NS(=O)(=O)c1ccc(C)cc1)c1cccc(NC(=O)c2cccc(Cl)c2)c1	8.1	27.0	-0.6	19.6	-0.4	11.0	-5.5	14.4*	7.0
O=C(Nc1ccc(CCC(=O)N2CCCC2)cc1)c1ncn[nH]1	11.7	9.3	-0.5	-9.0	-1.5	8.8	-1.0	0.4	6.9
COc1cccc(NC(=O)[C@H](C)NC(=O)N2CCn3c2nc2ccccc23)c1	18.4	1.8	1.4	15.9	1.0	13.8	-3.9	1.5	28.9
CCOc1ccc(Cn2c(=O)oc3ccc(C)cc32)cc1OC	17.8	6.9	-0.9	6.4	-5.3	11.0	0.6	0.8	-5.2
Cc1nonc1CC(=O)N1CCc2c([nH]c3ccccc23)C1c1ccccc1F (stereo not given)	21.3	15.9	0.8	6.3	-5.6	23.4	-0.1	-3.6	-1.1
CC(NC(=O)CN1CCOCC1)c1ccc(F)cc1 (stereo not given)	-3.3	1.8	1.1	-7.9	-0.8	5.7	-3.7	0.1	-19.9
COc1cc(CNc2ccc3[nH]c(=O)[nH]c3c2)ccc1OCc1ccc(F)cc1	13.0	-4.1	10.8	2.4	1.7	4.7	-1.5	2.5	3.4
COC(=O)CSc1nnc(-c2ccccc2OC)n1-c1ccc(C)cc1	17.8	9.9	0.6	14.1	-6.0	30.4	-1.5	-2.0	9.3
CC(=O)Oc1ccc(N2C(=O)C3C4C=CC(O4)C3C2=O)cc1 (stereo not given)	10.0	20.5	-0.1	14.4	-2.5	9.7	3.1	3.6	-1.7
O=C(NCc1cccnc1)c1ccc(NC(=O)c2ccc(Br)cc2)cc1	-20.3	6.0	2.7	-2.2	-3.2	7.1	-2.2	2.8	32.4
COC(=O)COc1cc(Br)c(/C=C2/SC(=O)N(CC(=O)N3CCCC3)C2=O)cc1OC	14.6	1.5	0.2	17.6	11.0	9.3	-1.8	1.0	24.7
Cn1c(SCC2CCCO2)nnc1-c1cccc([N+](=O)[O-])c1 (stereo not given)	-9.1	1.0	-1.6	-2.4	-2.6	-12.5	-0.2	-0.1	3.7
CCOC(=O)C1CCN(C(=O)c2ccc(N(C)S(=O)(=O)c3ccc(OC)cc3)cc2)CC1	9.6	3.5	-0.5	11.1	-0.9	-0.1	-3.1	0.1	-8.5
C#CCOCCOCCOCCNc1nc(N2CCN(C(=O)[C@H]([C@@H](C)CC)n3cc([C@@H](N)CC(C)C)nn3)CC2)nc(N2CCN(C(=O)[C@H](CCCCN)n3cc([C@@H](N)CO)nn3)CC2)n1	-0.4	-2.0	0.8	-5.8	-4.0	6.0	-1.5	5.3	9.2
Cc1ccc(S(=O)(=O)NCCC(=O)Nc2cccc(Cl)c2)cc1	16.2	10.6	3.6	7.8	-0.3	2.3	-2.4	-16.5	-50.8
NC(=O)C1(N2CCCCC2)CCN(CC(=O)Nc2cc(Cl)ccc2Cl)CC1	11.3	2.3	0.0	10.0	-3.6	7.0	-3.6	0.2	17.6
Cc1c(NC(=O)C(C)N2CC(C)OC(C)C2)c(=O)n(-c2ccccc2)n1C (stereo not given)	-1.1	-6.3	0.3	2.1	-1.1	4.0	-0.2	0.8	2.1
O=C(COc1ccc2ccccc2c1)Nc1ccc2c3c(cccc13)CC2	5.9	-3.3	-0.8	2.8	-1.1	6.5	-0.3	-4.4	-41.9
O=C(/C=C/c1ccc(O)c(O)c1)OCCc1ccccc1	16.4	41.7	52.4*	44.9	4.5	4.5	5.7	-3.8	27.7
O=C(NC1CCCCCC1)c1ccc(Br)o1	-5.1	-0.1	3.5	11.0	-1.1	12.8	4.2	-1.7	24.9
Cc1coc2cc3oc(=O)cc(C)c3cc12	17.7	8.5	3.5	4.2	1.7	0.8	0.5	-6.3	13.7
COc1ccc([N+](=O)[O-])cc1N(CC(=O)Nc1ccccc1C(=O)NC(C)C)S(C)(=O)=O	-10.2	20.3	-3.1	8.4	-2.0	-0.6	-3.8	-0.3	18.7
Cc1ccccc1N/N=C1\CCCNC1=O	14.4	17.5	6.3	24.2	0.7	-9.6	3.9	-1.5	8.1
CC(C)c1ccccc1NC(=O)COC(=O)Cc1c[nH]c2ccccc12	34.1	9.0	1.0	13.4	-2.3	3.7	-0.6	2.4	-8.4
COCCN(C(=O)COC(=O)c1cccnc1SC)c1c(N)n(Cc2ccccc2)c(=O)[nH]c1=O	5.2	20.9	-1.3	7.5	0.1	-2.1	-3.6	-3.4	6.2
CCCNC(=O)NCCc1ccncc1	12.3	0.6	-0.5	23.8	-27.2	3.9	-0.4	2.1	8.5
Cn1nc(Oc2ncc(C(F)(F)F)cc2Cl)cc1C(F)(F)F	4.2	-10.4	1.7	23.2	0.5	-4.1	-0.2	0.7	-19.9
O=C(/C=C/c1ccco1)Nc1cccc(C(=O)Nc2ccccc2C(=O)O)c1	-3.9	-11.8	-1.8	20.6	-3.0	11.9	0.2	3.8	10.3
Cc1ccc(S(=O)(=O)c2nc(Nc3ccccc3C#N)sc2Cl)cc1	9.0	-13.1	-0.7	10.4	-1.2	14.2	-4.3	-5.9	-16.1
COc1cc(/C=C/C(=O)OCC(=O)NCCc2ccccc2)ccc1OC(F)F	11.7	4.8	-0.8	5.8	0.6	-4.1	-1.2	7.5	4.6
O=C1CN(C(=O)c2cnccn2)c2ccccc2N1	6.7	-6.1	0.5	4.1	0.2	-2.5	-0.4	2.4	16.8
COc1ccc(Cl)cc1NC(=O)COc1ccc(S(=O)(=O)N2CCOCC2)cc1C	4.8	14.7	8.0	-4.4	3.9	-12.4	7.4	-1.2	68.3*
CCCS(=O)(=O)c1c(S(=O)(=O)CCC)c2c(C(N)=O)cccn2c1C(=O)c1ccc(F)cc1	-18.9	16.5	-1.2	-3.7	-0.1	-23.8	-2.0	-3.9	7.8
CC1CC(C)CN(CCCNC(=O)C2CCCN(S(=O)(=O)N3CC(C)CC(C)C3)C2)C1 (stereo not given)	12.3	7.9	1.2	12.2	-1.8	4.7	-0.3	1.5	31.5
CCCCCNC(=O)c1ccccc1SC	2.0	-20.7	0.4	8.4	-4.5	-0.5	0.0	-1.0	-0.3
Cc1ccccc1Cn1c(=N)n(CC(=O)c2ccco2)c2ccccc21	-2.7	4.3	-2.4	0.2	-2.8	-22.5	-3.6	-0.7	49.5

Part of the list above with just APJ ag and UPR CHOP act.
structure | APJ ag | UPR CHOP act
COc1ccc(Cl)cc1NC(=O)COc1ccc(S(=O)(=O)N2CCOCC2)cc1C | 3.9 | 8.0
CCCS(=O)(=O)c1c(S(=O)(=O)CCC)c2c(C(N)=O)cccn2c1C(=O)c1ccc(F)cc1 | -0.1 | -1.2

Further compounds:
SMILES	tim10-1 inh	NLRP3 yeast inh	UPR CHOP act	tim23-1 inh	APJ ag	TIM10 inh	UPR XBP1 act	GRIN3A LBD mod	Mdm2 MdmX PPI
COC(=O)C(NC(=O)c1ccccc1)(Nc1cc(C)cc(C)n1)C(F)(F)F (stereo not given)	25.6	6.5	0.1	26.4	-1.4	-2.2	-0.2	-0.3	12.2
CCOC(=O)CSc1nnc(NC(=O)NC(C)C)s1	15.9	-14.7	-0.9	12.7	0.4	6.3	-1.0	-0.8	11.6
O=C(O)CC(CC(=O)N1CCOCC1)c1ccccc1 (stereo not given)	-12.0	3.5	-1.4	2.8	-3.6	9.7	0.6	0.5	11.3
Cc1cccc(/C(N)=N/OC(=O)c2ccncc2)c1	25.6	11.7	3.6	8.3	2.4	36.0	-0.8	1.5	-104.8
Cc1occc1-c1n[nH]c(=S)n1C	6.0	12.2	2.8	2.8	-2.1	9.1	-1.9	0.3	-5.6
CN(CC(=O)Nc1cccc(F)c1)C(=O)CCNC(=O)c1ccco1	-15.3	13.5	-0.7	-12.3	-3.0	-6.3	-2.3	2.2	6.4
CC(C)n1c(SCC(=O)Nc2ccccc2)nc2c1c(=O)[nH]c(=O)n2C	3.3	-2.1	2.6	-10.2	-2.3	1.0	0.0	1.7	11.6
CC(Cc1ccccc1)N/C=C1/CC(=O)NC1=O (stereo not given)	8.7	10.9	-2.1	12.7	-0.1	1.3	-1.2	13.7*	2.8
CCOC(=O)c1ccccc1NC(=O)COC(=O)c1ccc(C)c(S(=O)(=O)N2CCOCC2)c1	5.5	12.9	-3.2	-10.6	-3.4	23.4	0.6	2.0	6.5
Cc1ccccc1CNC(=O)CCC(=O)N1Cc2ccccc2Oc2ncccc21	20.5	8.3	2.6	12.1	-4.7	-5.2	-6.8	0.2	18.7
Cc1cc(C)cc(C(=O)Nc2ccc3[nH]c(=O)[nH]c3c2)c1	6.1	7.3	-0.2	7.6	-2.5	-7.0	-2.1	-1.8	-0.8
O=C(c1ccncc1)N(Cc1ccccc1)Cc1nc2ccccc2c(=O)[nH]1	11.9	9.0	0.5	6.3	0.6	10.0	-1.0	-1.8	-7.9
O=C(COC(=O)c1cc(=O)c2ccccc2o1)Nc1c(F)c(F)c(F)c(F)c1F	-10.8	15.1	-0.5	-14.8	1.8	9.3	1.4	0.2	-7.3
O=C(NCC1CCCO1)c1cc2c([nH]c3ccccc32)c(-c2ccc(F)cc2)n1 (stereo not given)	39.4	12.7	3.7	42.6	14.4	6.6	3.9	0.8	69.3*

Gathered by group, those above containing a CF3 group.
SMILES	tim10-1 inh	NLRP3 yeast inh	UPR CHOP act	tim23-1 inh	APJ ag	TIM10 inh	UPR XBP1 act	GRIN3A LBD mod	Mdm2 MdmX PPI
Cn1nc(Oc2ncc(C(F)(F)F)cc2Cl)cc1C(F)(F)F	4.2	-10.4	1.7	23.2	0.5	-4.1	-0.2	0.7	-19.9
COC(=O)C(NC(=O)c1ccccc1)(Nc1cc(C)cc(C)n1)C(F)(F)F (stereo not given)	25.6	6.5	0.1	26.4	-1.4	-2.2	-0.2	-0.3	12.2
